JMJD2C inh: human JMJD2C demethylase inhibition | Q9H3R0 | GST-JMJD2C(1-420) H3K9me3 demethylation, DELFIA europium | inhibition, % at 2.35 µM | actives 0.069% (n = 330,000) | AID 2099;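 active = more than half of a compound's replicate wells show inhibition beyond 50%, single wells judged on their own value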;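 note: signal counts dimethyl H3K9 product captured on neutravidin plate; 0% = median of DMSO wells and 100% = 0.3 times that DMSO median; strong numbers were not always called active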
Fh CTSL1 inh: blocks F. hepatica cathepsin L1 in PFM18AAP counter-screen. inhibition, % at 5.96 µM. recombinant F. hepatica cathepsin L1, Z-Leu-Arg-MCA fluorescence. actives 0.49% (n = 300,000);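 active = inhibition above the mean of all tested compounds plus 3 SD, set per screening campaign, cut at about 17% in these data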;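 note: 0% = plate median of test compound wells and 100% = 1 µM Z-Phe-Ala-diazomethylketone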
CR mimetic SO: lowers age-related superoxide in aged yeast cells; superoxide response (% of plate mean), % at 10 µM; AID 2690; actives 0.18% (n = 330,000); S. cerevisiae aged cells, superoxide DHE fluorescence; active compounds read low;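 active = superoxide response under a set limit, about three screen SD below normal, cut at about 65% in these data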;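 note: yeast aged for seven days with compound at 30 °C before DHE staining; 100% = average MFI of all compound-treated wells on the plate with controls excluded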
PP5 primary: blocks human protein phosphatase 5 activity. P53041. purified PP5c, OMFP substrate fluorescence. inhibition, % at 6.7 µM. actives 0.18% (n = 320,000). AID 1987;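 active = inhibition above the campaign's mean inhibition across all tested compounds plus 3 SD, cut at about 9.5% in these data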;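 note: 0% = DMSO only and 100% = 100 µM cantharidin control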
Target sequence (P53041 whole entry, looked up): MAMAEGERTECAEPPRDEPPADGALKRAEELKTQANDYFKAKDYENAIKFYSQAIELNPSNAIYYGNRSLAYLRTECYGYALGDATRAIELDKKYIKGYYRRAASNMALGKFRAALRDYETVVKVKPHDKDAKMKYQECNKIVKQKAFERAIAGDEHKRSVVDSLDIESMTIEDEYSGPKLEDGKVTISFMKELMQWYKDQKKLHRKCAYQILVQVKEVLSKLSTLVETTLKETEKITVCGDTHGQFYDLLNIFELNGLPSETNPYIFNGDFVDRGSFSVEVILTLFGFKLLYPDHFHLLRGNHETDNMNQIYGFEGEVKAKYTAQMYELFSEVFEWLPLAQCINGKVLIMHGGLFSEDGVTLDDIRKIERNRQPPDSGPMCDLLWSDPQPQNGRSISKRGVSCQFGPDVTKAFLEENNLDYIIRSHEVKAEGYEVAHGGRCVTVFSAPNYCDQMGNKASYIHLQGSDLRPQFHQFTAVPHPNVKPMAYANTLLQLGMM
EBNA-1 inhibitor: blocks EBNA-1 binding to DNA; EBNA-1 DNA binding, fluorescence polarization; inhibition, % at 14.8 µM; actives 0.34% (n = 300,000); AID 1950; in the data active = inhibition above about 28%
PP1 inh: PP1-alpha (human) inhibition in PP5 counter-screen. purified PP1alpha, OMFP fluorescence. P62136. inhibition, % at 6.7 µM. actives 0.9% (n = 320,000);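 active = inhibition above the mean inhibition of all tested compounds plus 3 SD, computed separately for each screening campaign, cut at about 15% in these data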
Target sequence (P62136 whole entry, looked up): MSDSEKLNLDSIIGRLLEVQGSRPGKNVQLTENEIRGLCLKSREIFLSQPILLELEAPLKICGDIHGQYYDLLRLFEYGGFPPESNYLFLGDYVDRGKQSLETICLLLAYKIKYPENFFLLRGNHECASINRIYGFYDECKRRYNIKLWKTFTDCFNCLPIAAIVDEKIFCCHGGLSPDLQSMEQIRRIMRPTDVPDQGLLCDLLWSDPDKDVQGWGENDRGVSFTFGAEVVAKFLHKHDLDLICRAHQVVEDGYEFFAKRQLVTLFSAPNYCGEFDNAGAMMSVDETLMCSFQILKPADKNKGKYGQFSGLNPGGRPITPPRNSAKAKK
ZTA counter: blocks Epstein-Barr virus ZTA, an EBNA-1 counter-screen; P03206; ZTA-DNA binding, fluorescence polarization; inhibition, % at 11 µM; actives 0.15% (n = 320,000); in the data active = inhibition above about 33%
Target sequence (P03206 whole entry, looked up): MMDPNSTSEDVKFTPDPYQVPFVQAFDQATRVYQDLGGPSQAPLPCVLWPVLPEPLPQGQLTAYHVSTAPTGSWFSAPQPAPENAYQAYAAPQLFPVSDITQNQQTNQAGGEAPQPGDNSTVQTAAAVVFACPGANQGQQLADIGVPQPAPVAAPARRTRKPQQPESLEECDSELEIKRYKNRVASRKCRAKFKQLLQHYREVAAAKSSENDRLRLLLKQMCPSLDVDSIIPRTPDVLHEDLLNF
TPT1 inh: inhibitors of Candida albicans tRNA 2'-phosphotransferase TPT1 | inhibition, % at 5 µM | recombinant caTPT1, FP RNA substrate dephosphorylation | actives 0.81% (n = 300,000);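 active = inhibition above the mean of all tested compounds plus 3 SD, set per screening campaign, cut at about 24% in these data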;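 note: plate controls were DMSO alone for no effect and ferristatin control at 100 nM for full effect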
core dimer inh: HCV core protein dimerization inhibition; TR-FRET GST/Flag-core106 dimerization, 1536-well; actives 0.33% (n = 300,000); AID 1899; inhibition, % at 5 µM;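 active = inhibition above the mean of all tested compounds plus 3 SD, set per screening campaign, cut at about 45% in these data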
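Assay system: Tagged HCV core106 pair (GST and Flag) | Buffer or medium: KF-containing HEPES buffer, pH 7.45, DTT, CHAPS, BSA | Also added: Eu donor and XL665 acceptor anti-tag antibodies | Dosing: One concentration, 5 µM, in 0.5% DMSO | Timing: 4 h at 22.5 °C | Technique: TR-FRET 671 and 617 nm emission | Repeats: Singlicate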
* hit, by the source's call; i = inactive; x = no result given.

Below each compound: core dimer inh	EBNA-1 inhibitor	Fh CTSL1 inh	CR mimetic SO	JMJD2C inh	TPT1 inh	PP5 primary	ZTA counter	PP1 inh
O=C(CSc1ccc(Cl)cc1)NC(=O)c1ccccc1
    x	x	x	92	-10	x	1.9	-27	0
CCOc1cc(/C=C2/C(=N)N3C(=NC2=O)SN=C3S(=O)(=O)CC)ccc1OC(=O)c1ccco1
    -3	8	2	102	-1	6	-0.4	-6	-2
CCOc1ccc(CN(C(=O)c2cc3ccccc3oc2=O)C2CCS(=O)(=O)C2)cc1 (stereo not drawn)
    -2	0	-1	92	1	2	0.0	7	-1
O=C(Cn1c(=O)c2c3c(sc2n(Cc2ccccc2)c1=O)CCCC3)NCCO
    -9	-3	4	107	-41	2	2.6	-4	4
CCN(CC)CCNC(=O)c1ccc(CS(=O)(=O)c2ccc(Br)cc2)o1
    5	6	2	95	-5	0	2.7	8	-5
O=C(C1CCCN(Cc2ccccc2F)C1)N1CCCC1 (stereo not drawn)
    -9	1	-4	96	-7	-5	-1.3	11	0
CNC(=S)NNC(=O)c1sccc1OCc1ccc(Cl)cc1Cl
    -3	-7	1	97	2	1	1.0	-9	-4
COc1ccc(CCNC(=O)[C@H](C)N2C(=O)N3CCc4c([nH]c5ccccc45)[C@@]3(C)C2=O)cc1OC
    1	3	3	85	i	-5	3.4	6	-1
CC1CCCN(C(=O)c2ccc(S(=O)(=O)Nc3ccccc3Cl)cc2)C1 (stereo not drawn)
    -1	2	4	104	-20	2	0.7	9	-9
COC(=O)c1sccc1NC(=S)Nc1ccc(OC)cc1
    1	-3	-1	87	13	0	2.5	-6	-1
CC(=O)c1ccc(NC(=S)Nc2ccc(Br)c(Cl)c2)cc1
    0	-2	9	88	6	0	0.7	6	-2
O=C(C1CCN(S(=O)(=O)c2cccc3nsnc23)CC1)N1CC=C(c2ccccc2)CC1
    6	3	9	92	-45	2	-0.6	-7	4
CC(=O)c1cccc(NC(=O)c2ccncc2)c1
    -3	4	-2	117	x	3	-3.3	2	-1
COc1ccc(CNC(=O)CCCNS(=O)(=O)c2cccc3nonc23)cc1
    -6	4	0	93	x	3	-1.6	1	1
CCn1cc(S(=O)(=O)Nc2ccc(Cl)cc2F)cn1
    -4	-4	-5	116	-7	-4	2.5	-14	-2
CC(=O)c1ccc(OCCCC(=O)Nc2cccc(S(=O)(=O)N3CCCCC3)c2)cc1
    x	x	x	117	-1	x	-1.2	7	-2
CC(=O)Oc1c2occc2cc2ccc(=O)oc12
    -1	-3	-3	103	-12	2	1.4	10	0
CCOc1ccc(N(CC(=O)NC2CC3CCC2C3)S(=O)(=O)c2ccccc2)cc1 (stereo not drawn)
    6	-3	2	109	2	0	2.7	7	2
Cc1nnc(NC(=O)Nc2cccc(Cl)c2)s1
    -2	-4	-3	129	-3	3	4.2	-4	7
O=C(NN1C(=O)/C(=C\c2cccnc2)SC1=S)C(c1ccccc1)c1ccccc1
    5	4	3	102	4	-1	0.1	7	8

5 records picked at random from those above:
Below each compound: core dimer inh	EBNA-1 inhibitor	Fh CTSL1 inh	CR mimetic SO	JMJD2C inh	TPT1 inh	PP5 primary	ZTA counter	PP1 inh
CC(=O)c1ccc(OCCCC(=O)Nc2cccc(S(=O)(=O)N3CCCCC3)c2)cc1
    x	x	x	117	-1	x	-1.2	7	-2
CC(=O)c1cccc(NC(=O)c2ccncc2)c1
    -3	4	-2	117	x	3	-3.3	2	-1
CCOc1cc(/C=C2/C(=N)N3C(=NC2=O)SN=C3S(=O)(=O)CC)ccc1OC(=O)c1ccco1
    -3	8	2	102	-1	6	-0.4	-6	-2
Cc1nnc(NC(=O)Nc2cccc(Cl)c2)s1
    -2	-4	-3	129	-3	3	4.2	-4	7
O=C(C1CCN(S(=O)(=O)c2cccc3nsnc23)CC1)N1CC=C(c2ccccc2)CC1
    6	3	9	92	-45	2	-0.6	-7	4

Remaining list, next part.
Below each compound: core dimer inh	EBNA-1 inhibitor	Fh CTSL1 inh	CR mimetic SO	JMJD2C inh	TPT1 inh	PP5 primary	ZTA counter	PP1 inh
CCCCNc1c(-c2ccc(SC3CCCCC3)cc2)nc2ccccn12
    11	5	3	106	-2	-2	2.1	6	12
Cc1ccc(C)c(C(=O)CC2(O)C(=O)Nc3ccccc32)c1 (stereo not drawn)
    -3	-4	-4	102	-1	1	1.8	-19	-3
N#CCSc1nc2c(sc(=S)n2Cc2ccco2)c(=O)n1-c1ccc(F)cc1
    22	-9	-4	124	0	1	3.3	6	10
O=C1OCCN/C1=C\C(=O)c1ccc(Cl)cc1
    -1	2	-2	101	-8	1	2.7	11	-4
CCOc1ccc(N/C=C/C(=O)c2ccc(OC)cc2)cc1
    3	4	-3	88	3	3	1.3	0	0
COC(=O)/C(=N/Nc1ccccc1OC)N1CCCc2ccccc21
    -6	-11	6	86	9	4	1.8	2	0
Cc1nn(C)cc1S(=O)(=O)N1CCN(c2ccccc2F)CC1
    1	5	-1	103	8	0	1.1	-8	-9
CSc1ncccc1C(=O)NC1CCCCCCC1
    0	6	-2	99	3	1	-1.7	0	0
O=C(Nc1ccccc1)Nc1nnc(Cc2ccc(F)cc2)s1
    2	-2	0	101	-9	-2	4.5	-18	7
COc1ccc(CN2CCOCC2)c(C)c1C
    -3	1	-4	91	69	-1	1.1	-10	-2
COC(=O)C1C(O)=C(C=NC2CCCCC2)C(=O)CC1(C)C (stereo not drawn)
    3	-3	3	90	-1	-9	-0.8	3	0
CCN(CC(=O)NCc1ccc(Cl)cc1)CC(=O)Nc1ccc(C(N)=O)cc1
    2	1	3	88	-22	2	-2.5	12	3
Cc1[nH]n(-c2ccc([N+](=O)[O-])cc2)c(=O)c1C=NCCN1CCN(C(=O)C(C)C)CC1
    2	7	3	115	1	0	0.6	6	0
CCn1c(N)c(Br)c(=O)[nH]c1=O
    1	7	-3	91	-2	0	-0.5	17	1
O=C(O)COc1ccccc1/C=N/NC(=O)c1ccc(F)cc1
    -3	14	6	88	21	2	-0.4	11	-2
Cc1c(C(=O)c2cccc(F)c2)c2ccccn2c1CCC#N
    1	-1	4	100	5	-2	-0.7	10	0
Cc1ccc(SCCC(=O)NC(C)(C)C)cc1
    0	8	3	81	-8	-4	-1.1	-11	2
COc1ccccc1OC(C)C(=O)N1CCc2ccccc21 (stereo not drawn)
    0	7	0	95	39	-4	-0.8	1	-2
Nc1nc(Nc2ccccc2)sc1C(=O)c1ccccc1
    0	-6	-2	89	-1	-2	1.7	4	3
CCOc1ccc(C(=O)NC2CCN(S(C)(=O)=O)CC2)cc1
    -2	-2	-2	96	-3	-2	0.4	15	8
O=S(=O)(c1ccc(N2CCN(CCO)CC2)nc1)N1CCCCC1
    -7	2	9	102	-7	-6	1.3	-15	-1
Cc1ccc(CNC(=O)CCS(=O)(=O)c2cccc3nsnc23)cc1
    1	1	2	108	-9	1	0.3	16	2
Cc1oc(-c2cccs2)nc1CN1CCN(C(C)C)C(CCO)C1 (stereo not drawn)
    2	8	-4	97	4	0	-2.7	12	-2
CC(C)Cn1c(=O)c(C(=O)Nc2ccncc2)c(O)c2ccccc21
    1	4	-3	92	-6	-1	-0.5	7	8
Cc1cc(C(=O)NNc2ccc(F)cc2)no1
    -2	-3	-4	86	1	-3	2.6	-12	-3
COc1ccc(S(=O)(=O)N2CCN(C(=O)CSC(=S)N3CCCC3)CC2)cc1
    x	x	x	108	-2	x	0.8	-1	-5
CC(=O)N1c2ccc(S(=O)(=O)NCC3CCC(C(=O)N4CC(C)CC(C)C4)CC3)cc2CC1C (stereo not drawn)
    2	-2	0	99	26	0	1.2	0	0
CC(=O)c1ccc(OCCCC(=O)OCC(=O)Nc2c(C)nn(-c3ccccc3)c2C)cc1
    x	x	x	86	-5	x	0.6	20	1
N/C(=N\OC(=O)/C=C/c1ccccc1)c1ccncc1
    0	-5	-8	80	-1	-4	3.1	4	-1
CCCN(CCC)C(=O)c1ccc2c(c1)OCO2
    -4	-14	0	112	-13	0	-1.3	-5	3
CCCNC(=O)COc1coc(CN2CCN(c3ccccc3)CC2)cc1=O
    -4	-4	3	92	4	0	-2.4	-14	-4
CC(C)Oc1ccc(C(CC(=O)O)c2ccc(F)cc2)cc1 (stereo not drawn)
    5	7	0	112	-12	-3	-1.8	17	-4
Cn1c(=O)c2c(nc(SCCN3CCCCC3)n2C)n(C)c1=O
    -2	-2	-1	93	18	-6	1.9	1	-2
c1ccc([C@H]2CC3C[C@@H](c4ccccc4)N2O3)cc1
    2	1	-1	75	2	-6	-0.9	-1	0
CCNc1nc(SCC(=O)Nc2ccccc2)nc(N2CCOCC2)n1
    11	2	-1	124	-4	4	1.4	11	-3
Cc1coc2cc3oc(=O)c4c(c3cc12)CCCC4
    12	3	0	94	7	3	2.2	2	0
Cc1ccc(S(=O)(=O)N2CCOC23CCN(C(=O)C(=O)NCCC(C)C)CC3)cc1
    -3	-5	-2	100	34	-1	-0.4	0	-1
Cc1ccc(C(=O)/C=C/Nc2ccccc2C(N)=O)cc1
    9	-6	3	96	3	2	3.9	-17	0
Cc1ccc(CSc2ccc(S(=O)(=O)N3CCOCC3)cn2)cc1
    x	x	x	103	6	x	1.7	24	0
CCN1CCN(Cc2nc(N)nc(Nc3ccc(C)c(C)c3)n2)CC1
    -7	-2	-3	101	-12	-4	0.7	-14	0

Rewritten in CSV form: entries from further up.
structure,core dimer inh,EBNA-1 inhibitor,Fh CTSL1 inh,CR mimetic SO,JMJD2C inh,TPT1 inh,PP5 primary,ZTA counter,PP1 inh
c1ccc([C@H]2CC3C[C@@H](c4ccccc4)N2O3)cc1,2,1,-1,75,2,-6,-0.9,-1,0
CCNc1nc(SCC(=O)Nc2ccccc2)nc(N2CCOCC2)n1,11,2,-1,124,-4,4,1.4,11,-3

(listing goes on)
Below each compound: core dimer inh	EBNA-1 inhibitor	Fh CTSL1 inh	CR mimetic SO	JMJD2C inh	TPT1 inh	PP5 primary	ZTA counter	PP1 inh
COc1ccc([N+](=O)[O-])cc1NCc1cccc([N+](=O)[O-])c1
    -2	3	7	123	-5	-4	0.9	11	0
COCCN(C(=O)CCC(=O)Nc1ccccn1)C(C(=O)NCCC(C)C)c1ccc(F)cc1 (stereo not drawn)
    -3	-23	-1	93	6	-2	2.0	-1	0
CC(C)=CCc1cc([C@@H]2CC(=O)c3ccc(O)c(CC=C(C)C)c3O2)ccc1O
    1	-2	0	93	-6	-2	0.8	12	-3
COc1ccc(-c2noc(CCC(=O)NCCc3ccccc3)n2)cc1
    -12	4	-2	87	8	-1	0.9	-7	3
Cc1ccc(S(=O)(=O)Nc2ccncc2)c(C)c1N(C)S(=O)(=O)c1ccc(Cl)cc1
    -2	2	-1	96	5	0	2.9	-12	1
COc1ccc(N2C(=O)c3ccc(C(=O)Nc4cc(OC)ccc4OC)cc3C2=O)cc1
    -1	13	-2	85	6	-5	-1.4	-7	-2
CC(=O)N1CCN(c2ccc(S(C)(=O)=O)cc2[N+](=O)[O-])CC1
    -9	3	0	103	6	0	-0.3	-9	-2
Nc1cc(-c2ccc(Br)cc2)nn1S(=O)(=O)c1cccc2nsnc12
    1	4	-5	95	10	-1	1.3	5	1
Cc1nn(Cc2ccccc2Cl)c(Cl)c1C(=O)NCCc1ccccc1
    11	9	2	90	7	-1	1.8	7	1
Cc1cc(C)nc(NC(=O)CN2C(=O)c3ccccc3S2(=O)=O)n1
    -6	1	4	98	19	-2	-0.1	-13	0
Cc1ccc(Oc2ccc(-c3nc(N)nc(N)n3)cc2)cc1
    0	-1	-4	88	x	2	2.1	-1	0

The order is random; about 3.1% have a hit in one of these screens.
